Screening results deposited in PubChem by several laboratories.
HTRA1 inh: inhibitors of human serine peptidase HTRA1 | Q92743 | recombinant HTRA1, FP-rhodamine activity-based probe, fluorescence polarization | inhibition, % at 5.96 µM | actives 0.5% (n = 340,000) | AID 504803; in the data active = inhibition above about 36%;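 note: 0% = enzyme with DMSO and 100% = wells lacking enzyme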
Rev-erbA mod: modulators of human Rev-erb alpha DNA binding; P20393; Rev-erbα–FITC-DNA binding, fluorescence polarization, 90 min; activity, % at 10 µM; actives 0.79% (n = 370,000); AID 1259318;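 active = activity above about 14%, limit read from the data; passing the limit was not always enough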;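 note: 0% = DMSO wells with 35 nM protein and 100% = DMSO wells with 750 nM protein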
rCAG binder: molecules binding r(CAG) RNA repeats | r(CAG) RNA repeat, TO-PRO-1 dye displacement fluorescence | actives 1.3% (n = 370,000) | inhibition, % at 3 µM;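 active = inhibition above the plate cutoff, the mean of all test compounds on that plate plus 3 SD, cut at about 35% in these data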;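 note: 0% = DMSO alone and 100% = 100 µM mitoxantrone as full dye displacement; higher means more dye released from RNA so lower well fluorescence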
TCR CD3 inh: inhibitors of human TCR-CD3 interaction | TAMRA-labeled TCR probe fluorescence, biochemical | inhibition, % at 9.4 µM | AID 651800 | actives 0.37% (n = 360,000); in the data active = inhibition above about 19%;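 note: recombinant mutant TCR 2C K166C tagged with TAMRA read by polarization; 0% = receptor in buffer alone and 100% = receptor with positive control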
LEDGF integ inh: blocks HIV-1 LEDGF/p75-dependent DNA integration. TR-FRET IN-LEDGF/p75 DNA integration, Eu/Cy5. inhibition, % at 3.7 µM. actives 0.64% (n = 370,000). AID 743269;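 active = inhibition above the screen-wide mean plus 3 SD, cut at about 13% in these data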;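 note: signal is the Cy5 over europium emission ratio at 671 and 618 nm; 0% = plate median of compound wells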
mABHD4 FP: inhibits mouse alpha/beta hydrolase domain 4. Q8VD66. purified mABHD4, FP-Rh probe fluorescence polarization. inhibition, % at 8.92 µM. actives 0.54% (n = 370,000);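 active = inhibition exceeding the mean over every tested compound plus 3 SD, cut at about 30% in these data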;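 note: 0% = plate median of compound wells and 100% = S159A mutant with DMSO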
Target sequence (Q8VD66 whole entry, looked up, the tested form may be a part): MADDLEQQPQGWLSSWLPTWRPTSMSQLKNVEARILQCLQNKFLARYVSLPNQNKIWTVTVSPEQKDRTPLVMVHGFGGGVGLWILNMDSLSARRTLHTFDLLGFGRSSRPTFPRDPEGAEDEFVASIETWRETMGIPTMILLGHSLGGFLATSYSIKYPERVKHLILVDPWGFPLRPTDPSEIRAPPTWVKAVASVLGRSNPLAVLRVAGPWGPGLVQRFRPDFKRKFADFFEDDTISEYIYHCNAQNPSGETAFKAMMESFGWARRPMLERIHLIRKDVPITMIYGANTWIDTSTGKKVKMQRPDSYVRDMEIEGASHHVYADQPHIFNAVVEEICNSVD
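assay system = mABHD4 protein | compound dosing = single nominal dose of 8.92 µM, 0.89% DMSO final | read-out basis = percent inhibition of probe binding, normalized to plate controls | schedule = Enzyme–compound pre-incubation 45 min, then probe 60 min, both 25 °C | detection = fluorescence polarization, excitation 525 nm, emission 598 nm, BODIPY TMR filters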
PRMT1 inh: inhibitors of human PRMT1; AID 652257; Q99873; inhibition, % at 2.79 µM; recombinant PRMT1, activity-based probe fluorescence polarization; actives 1.3% (n = 370,000);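 active = inhibition above about 21% made by adding two undisclosed values, limit read from the data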
UHRF1 MBD2 ctr: human UHRF1 methylated DNA binding inhibitors; UHRF1 binding to methylated oligo, TR-FRET; Q96T88; actives 0.75% (n = 370,000); inhibition, % at 4.4 µM; in the data active = inhibition above about 21%;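 note: UHRF1 SRA domain binding a hemimethylated CpG hairpin DNA probe; 0% = median of test compound wells and 100% = reference inhibitor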
Target sequence (Q96T88 whole entry, looked up, the tested form may be a part): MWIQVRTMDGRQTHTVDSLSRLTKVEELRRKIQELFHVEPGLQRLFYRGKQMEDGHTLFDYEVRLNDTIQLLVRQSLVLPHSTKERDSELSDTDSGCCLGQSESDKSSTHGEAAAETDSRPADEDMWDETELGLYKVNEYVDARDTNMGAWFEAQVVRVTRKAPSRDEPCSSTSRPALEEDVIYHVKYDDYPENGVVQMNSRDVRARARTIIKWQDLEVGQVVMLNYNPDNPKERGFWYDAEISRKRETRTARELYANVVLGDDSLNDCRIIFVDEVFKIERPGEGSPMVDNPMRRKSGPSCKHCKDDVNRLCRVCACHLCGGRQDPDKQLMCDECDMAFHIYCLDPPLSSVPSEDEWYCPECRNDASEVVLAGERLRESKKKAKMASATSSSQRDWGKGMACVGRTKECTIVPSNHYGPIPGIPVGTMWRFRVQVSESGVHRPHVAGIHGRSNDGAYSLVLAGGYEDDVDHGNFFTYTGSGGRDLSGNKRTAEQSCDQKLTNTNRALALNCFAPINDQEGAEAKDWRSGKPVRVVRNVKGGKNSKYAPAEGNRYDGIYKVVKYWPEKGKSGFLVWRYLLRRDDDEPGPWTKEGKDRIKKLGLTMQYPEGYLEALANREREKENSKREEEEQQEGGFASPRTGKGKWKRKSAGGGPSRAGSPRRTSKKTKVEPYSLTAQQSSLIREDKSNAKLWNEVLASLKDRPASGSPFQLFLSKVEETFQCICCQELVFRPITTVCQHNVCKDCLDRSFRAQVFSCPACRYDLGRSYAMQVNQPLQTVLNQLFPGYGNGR
PG9 binder: small molecules binding HIV-1 gp120 antibody PG9; inhibition, % at 6.7 µM; actives 0.43% (n = 360,000); AID 624416; TR-FRET gp120-PG9 antibody binding; in the data active = inhibition above about 8.5%
MBD2 DNA inh: inhibitors of human MBD2 binding to methylated oligonucleotide. TR-FRET. inhibition, % at 4.4 µM. AID 686964. Q9UBB5. actives 0.31% (n = 370,000); in the data active = inhibition above about 13%
* hit, by the source's call; . = no result given.

SMILES	HTRA1 inh	Rev-erbA mod	rCAG binder	TCR CD3 inh	LEDGF integ inh	mABHD4 FP	PRMT1 inh	UHRF1 MBD2 ctr	PG9 binder	MBD2 DNA inh
NC(=O)CSc1nnc(-c2ccc(S(=O)(=O)N3CCCC3)cc2)o1	1	-2	0	0	1	5	-1	4	-0.4	1
CCOC(=O)CC(NC(=O)CCc1c(C)nc2ncnn2c1C)c1ccc(C)cc1 (stereo not given)	3	-2	-2	-5	-9	8	3	2	0.6	-5
CCNC(=O)n1cc(-n2cncn2)c(-c2ccccc2)n1	4	-4	-1	-5	0	6	0	1	-2.3	2
C/C(=N\Nc1ccc([N+](=O)[O-])cc1)c1ccc(O)cc1	.	0	14	-11	-6	6	4	1	-4.1	3
Cc1ccc(CC2C(=O)N(c3ccc(F)cc3)C(=O)C2C)cc1 (stereo not given)	4	1	-5	2	-1	-1	-4	19	1.4	1
O=C(CSc1nnc(-c2cccnc2)n1C1CCCCC1)NC1CCCC1	3	0	-6	1	1	6	-1	-2	2.3	2
CC1CCC(NC(=O)C(=O)Nc2ccc3c(c2)OCO3)CC1 (stereo not given)	0	5	-6	-8	-4	8	6	1	-1.1	6
Cc1ccc(S(=O)(=O)N2[C@H](CC(=O)c3ccc(Cl)c(Cl)c3)OC[C@@H]2C)cc1	.	5	4	5	8	-11	-4	4	-0.1	-1
Cc1cc(C)nc(-n2nc(C)c(C3(O)C(=O)Nc4ccccc43)c2N)n1 (stereo not given)	-1	3	-1	6	3	2	-1	-9	-0.6	-5
COc1cccc(CNn2cnnc2)c1OCc1ccc(F)cc1	10	4	-5	0	1	4	-3	-4	1.0	0
CCCCCC/C(C)=C1/SC(=S)NC1=O	-36	0	28	-7	0	-12	19	17	-0.9	3
CCOC(=O)c1ccc(N=C2SC(C(=O)Nc3ccc(C(=O)O)cc3)CC(=O)N2Cc2cccs2)cc1 (stereo not given)	2	2	14	-1	-2	-27	-4	3	1.2	-2
CC(C)c1cc(NC(=O)CSc2nnc(-c3ccccc3F)n2C)on1	-4	3	-3	-1	1	0	-1	3	-1.1	-3
CCCOc1cc(CC(=O)NCc2ccco2)ccc1OC	-7	-4	-1	-2	-5	6	5	2	-0.1	3
N#CC1=C(Nc2ccccc2Cl)SC(c2ccncc2)NC1=O (stereo not given)	.	-3	5	-2	1	-2	1	0	-0.2	-4
CC(C)CNC(=O)C1CSCCS(=O)(=O)N1Cc1ccccc1 (stereo not given)	.	2	-1	.	0	7	4	0	.	1
COCCN(C(=O)c1ccc(-c2ccc(Cl)cc2)o1)c1c(N)n(Cc2ccccc2)c(=O)[nH]c1=O	-12	2	5	7	-4	0	-1	0	-1.9	-2
Cc1cc(-c2nnc(SCC(=O)Nc3nccs3)o2)no1	9	2	9	-4	8	14	6	-1	-3.2	0
Cc1ccc(C)c(CSCc2nc3ccccc3[nH]2)c1	-22	-4	-3	0	-3	-13	0	1	1.4	-5
CCN(CCCNC(=O)c1cc2c(-c3cccc(OC)c3)nn(C)c2s1)Cc1ccccc1	-54	-3	-2	1	-3	-9	-1	-2	2.4	-8
COC(=O)C1=C(C)NC(C)=C(C(=O)OCC2CCCO2)C1c1cccc(Cl)c1 (stereo not given)	-11	1	-8	12	0	-8	2	0	-1.8	1
COc1ccccc1C(=O)Nc1ccnn1C1CCN(C(=O)c2ccoc2)CC1	3	-2	0	3	2	0	-2	-2	-0.6	-1
CCOc1ccc(NS(=O)(=O)c2cccc(C(=O)N3CCN(C/C=C/c4ccccc4)CC3)c2)cc1	-13	-3	5	-1	2	-33	-2	0	-3.1	-6
CS(=O)(=O)c1ccc2nc(N)sc2c1	5	-4	3	-3	-2	2	0	-2	-1.1	1
Cc1ccc(S(=O)(=O)c2ncccc2N)cc1	6	2	-2	-1	-6	4	2	0	0.2	3
NC(=O)C[C@@H]1N[C@]2(C(=O)Nc3ccccc32)[C@@H]2C(=O)N(c3cc(C(F)(F)F)ccc3Cl)C(=O)[C@H]12	3	8	2	-2	5	0	3	2	1.9	2
COC(=O)C1CCC(C)(C(=O)Nc2ccccc2)C1(C)C (stereo not given)	8	-12	-1	5	1	1	-1	0	-0.9	0
Cc1c(OC(C)C(=O)NCC2CCC(C(=O)O)CC2)ccc2c(-c3ccccc3)cc(=O)oc12 (stereo not given)	-5	-2	7	12	2	28	1	-3	-1.3	-2
CC1CCC2(CC1)NC(=O)N(CC(=O)N1CCc3ccccc3C1)C2=O (stereo not given)	-4	-4	-3	7	-4	-5	-1	0	-0.5	1
O=c1c2nnn(-c3ccc(Cl)cc3)c2ncn1Cc1ccccn1	6	-2	-1	-8	-1	0	-2	-2	-0.4	2
O=C(N/N=C/c1ccc(O)cc1)c1csc2c1CCCC2	-13	6	2	-4	1	3	-1	1	-1.9	-2
O=C(O)c1ccc(S(=O)(=O)c2ccccc2)s1	0	3	2	0	2	6	-2	1	-0.3	4
COC(=O)c1ccc(C(=O)OCc2nc3cc4ccccc4cc3[nH]2)cc1	-18	-7	3	-1	0	0	1	-2	0.3	-2
COc1ccc(S(=O)(=O)NCC(c2cccnc2)N2CCN(C)CC2)cc1OC (stereo not given)	8	-2	2	1	-1	4	-1	4	-1.7	1
CCOC(=O)/C(=C\C=C\c1ccccc1)NC(=O)c1ccccc1	-25	3	1	-2	0	-6	-1	3	-4.3	-4
O=C(O)C(CO)N=Cc1c(O)c2ccccc2oc1=O (stereo not given)	-13	-1	12	-7	8	-19	-1	1	-2.3	-1
Cc1ccc(NS(=O)(=O)c2c(C(=O)N3CCOCC3)c(C)n(C)c2C)cc1	5	-2	-1	-5	-4	0	0	3	0.1	5
CC1C(=O)N(Cc2ccccc2)c2ccccc2N1C(=O)c1ccccc1 (stereo not given)	-1	-2	1	-5	0	-4	1	4	0.0	0
O=c1oc2ccccc2n1CSC1=NCCS1	1	-1	-1	2	-2	-1	5	-1	-0.4	-2
COc1ccc(S(=O)(=O)N2CCCC(C(=O)NCCN3CCOCC3)C2)cc1C (stereo not given)	0	3	-1	1	-1	1	-2	0	0.1	0
O=C(NCc1cccc(Cl)c1)c1ccc(-c2cccnc2)c2ccoc12	.	-4	0	4	2	-12	-1	0	1.1	-2
O=C(CN1CCN(Cc2ccccc2)CC1)N1CCCCCC1	0	-4	-3	-4	-3	5	0	4	1.0	-4
CCCCn1c(SCC(=O)NC2CC(C)(C)NC(C)(C)C2)nc2cc(S(N)(=O)=O)ccc21	-5	6	2	2	2	0	-2	3	0.4	3
CCOC(=O)C1CCCN(CC(=O)Nc2c(C(=O)OC)[nH]c3ccc(Br)cc23)C1 (stereo not given)	-25	5	5	9	-3	0	2	2	1.2	-4
COc1ccc(C2CN=NC23CCc2ccccc2C3=O)cc1 (stereo not given)	-2	-3	-1	-5	1	1	-2	-1	-3.1	-1
Cc1nn(-c2ccccc2)cc1C(=S)Nc1ccccc1	0	0	-5	6	-2	-3	-4	-1	-1.5	-3
O=C(NCc1cccc(C(F)(F)F)c1)N1CCN(C(=O)c2ccccc2)CC1	5	-6	0	5	0	0	0	-1	0.0	2
Cc1cc(C)c2nc(NC(=O)CN3C(=O)NC4(CCCC4)C3=O)sc2c1	-9	-1	2	6	0	-3	1	0	1.1	-4
Cc1nc2sc(C(c3ccc(Cl)cc3)N3CCN(CCO)CC3)c(O)n2n1 (stereo not given)	1	-1	1	-5	-2	9	-1	2	-0.5	6
CN(CC(=O)Nc1ccccc1Br)C(=O)CCc1nc2ccccc2c(=O)[nH]1	6	1	-3	6	4	-2	1	-1	1.0	-5
O=C(NCCOc1ccccc1)N1[C@H]2CC[C@@H]1C=C(c1ccc(F)cc1OCc1ccccc1)C2	-45	-1	1	-5	6	-3	-4	0	-1.1	-5
CCc1ccc(C(C)NC(=O)c2cccs2)cc1 (stereo not given)	-15	-4	-1	2	3	1	-2	-2	-0.8	1
Cc1oc(-c2ccc(Cl)cc2)nc1CS(=O)CC(=O)NCCCN1CCCC(C)C1 (stereo not given)	5	-4	-4	-5	3	3	-3	0	-2.4	-5
C/C(=N\Nc1ccc(S(=O)(=O)Nc2ccccc2)cc1[N+](=O)[O-])c1ccc(N2CCOCC2)cc1	3	0	3	0	-3	18	3	1	-1.1	5
Cc1ccc(S(=O)(=O)Nc2cccc(CP(=O)(c3ccccc3)c3ccccc3)c2)cc1	0	3	0	-2	-5	-7	2	3	0.6	1
COc1ccc(NC(=O)c2csc(Cc3ccccc3)n2)cc1	-14	-6	3	-1	-3	-3	-2	2	-1.8	1
O=C(NNC(=O)c1ccccc1[N+](=O)[O-])c1ccc(NC(=O)c2ccccc2)cc1	-5	1	-1	5	-2	2	-5	1	0.6	2
FC(F)(F)c1cccc(N2CCN(c3ccc4nnc(-c5ccccc5)n4n3)CC2)c1	10	3	5	-3	5	-13	-4	4	-1.7	-5
CC[C@H](C)[C@@H]1NC(=O)[C@@H](CC(C)C)NC(=O)[C@H](C(C)C)NC(=O)[C@H]2CSSC[C@H](NC1=O)C(=O)N2	.	4	1	-2	4	1	2	-4	-4.5	-5
CC(=O)c1ccc(N2CCN(C(=O)C(=O)c3cn(CC(=O)N4CCOCC4)c4ccccc34)CC2)cc1	-2	-1	4	5	9	-6	-4	4	0.5	3

Reprinted at random: two records from the list
SMILES	HTRA1 inh	Rev-erbA mod	rCAG binder	TCR CD3 inh	LEDGF integ inh	mABHD4 FP	PRMT1 inh	UHRF1 MBD2 ctr	PG9 binder	MBD2 DNA inh
Cc1ccc(S(=O)(=O)Nc2cccc(CP(=O)(c3ccccc3)c3ccccc3)c2)cc1	0	3	0	-2	-5	-7	2	3	0.6	1
CC(=O)c1ccc(N2CCN(C(=O)C(=O)c3cn(CC(=O)N4CCOCC4)c4ccccc34)CC2)cc1	-2	-1	4	5	9	-6	-4	4	0.5	3

(more compounds)
SMILES	HTRA1 inh	Rev-erbA mod	rCAG binder	TCR CD3 inh	LEDGF integ inh	mABHD4 FP	PRMT1 inh	UHRF1 MBD2 ctr	PG9 binder	MBD2 DNA inh
CC[C@]12c3[nH]c4ccc(Cl)cc4c3CCN1C(=O)[C@@H](CC(=O)NCCCn1ccnc1)C[C@@H]2C(=O)N1CCN(C(=O)C2CC2)CC1	8	-7	1	-9	-3	-9	8	7	-0.5	8
Cn1ncc(Br)c1N1C(=O)CCC1=O	.	6	3	-3	5	-1	-4	2	-1.4	-5
Cc1ccc2c(C(=O)CCl)c(C)[nH]c2c1	-3	6	2	1	-1	-3	-3	-2	-1.8	0
CCCc1cc(=O)n2[nH]c(C)c(-c3ccccc3OC)c2n1	1	-5	1	1	0	1	1	1	-1.0	-2
CCCc1cc(=O)oc2cc(OCC(=O)NCCCN3CCOCC3)ccc12	2	10	-2	9	-8	-3	2	-2	-0.7	5
COc1cccc(/C=N/Nc2nn3cnnc3c3ccccc23)c1O	21	4	9	-10	2	9	1	0	-1.6	2
O=C(Nc1ccc(Cl)c(Cl)c1)N1CC=C(c2ccccc2)CC1	-50	4	7	-2	2	-21	-1	-2	0.1	6
O=c1[nH]c(=S)[nH]cc1Oc1ccc(Br)cc1Br	3	4	13	-5	-2	-4	19	5	-0.2	9
Cc1ccc(OCc2cc(C(=O)N3CCN(C4CCCCC4)CC3)no2)cc1C	-13	-2	-5	5	-1	3	4	1	-2.2	-4

Reprinted from the entries so far, 2 compounds:
SMILES	HTRA1 inh	Rev-erbA mod	rCAG binder	TCR CD3 inh	LEDGF integ inh	mABHD4 FP	PRMT1 inh	UHRF1 MBD2 ctr	PG9 binder	MBD2 DNA inh
O=C(Nc1ccc(Cl)c(Cl)c1)N1CC=C(c2ccccc2)CC1	-50	4	7	-2	2	-21	-1	-2	0.1	6
O=c1[nH]c(=S)[nH]cc1Oc1ccc(Br)cc1Br	3	4	13	-5	-2	-4	19	5	-0.2	9

Not all compounds are listed. The share of hits here may be higher or lower than overall.
